Cav3 T inh = human Cav3.2 channel inhibition, primary screen | O95180 | Cav3.2-expressing cells, Fluo-4 calcium fluorescence FDSS; hits give low values | B-score at 10 µM | 100,000 compounds, 4% hits | AID 449739;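 active = single-dose well whose peak fluorescence ratio is a statistical outlier from its plate by either plate-standardised score or position-corrected B-score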
Target sequence (O95180 whole entry, looked up): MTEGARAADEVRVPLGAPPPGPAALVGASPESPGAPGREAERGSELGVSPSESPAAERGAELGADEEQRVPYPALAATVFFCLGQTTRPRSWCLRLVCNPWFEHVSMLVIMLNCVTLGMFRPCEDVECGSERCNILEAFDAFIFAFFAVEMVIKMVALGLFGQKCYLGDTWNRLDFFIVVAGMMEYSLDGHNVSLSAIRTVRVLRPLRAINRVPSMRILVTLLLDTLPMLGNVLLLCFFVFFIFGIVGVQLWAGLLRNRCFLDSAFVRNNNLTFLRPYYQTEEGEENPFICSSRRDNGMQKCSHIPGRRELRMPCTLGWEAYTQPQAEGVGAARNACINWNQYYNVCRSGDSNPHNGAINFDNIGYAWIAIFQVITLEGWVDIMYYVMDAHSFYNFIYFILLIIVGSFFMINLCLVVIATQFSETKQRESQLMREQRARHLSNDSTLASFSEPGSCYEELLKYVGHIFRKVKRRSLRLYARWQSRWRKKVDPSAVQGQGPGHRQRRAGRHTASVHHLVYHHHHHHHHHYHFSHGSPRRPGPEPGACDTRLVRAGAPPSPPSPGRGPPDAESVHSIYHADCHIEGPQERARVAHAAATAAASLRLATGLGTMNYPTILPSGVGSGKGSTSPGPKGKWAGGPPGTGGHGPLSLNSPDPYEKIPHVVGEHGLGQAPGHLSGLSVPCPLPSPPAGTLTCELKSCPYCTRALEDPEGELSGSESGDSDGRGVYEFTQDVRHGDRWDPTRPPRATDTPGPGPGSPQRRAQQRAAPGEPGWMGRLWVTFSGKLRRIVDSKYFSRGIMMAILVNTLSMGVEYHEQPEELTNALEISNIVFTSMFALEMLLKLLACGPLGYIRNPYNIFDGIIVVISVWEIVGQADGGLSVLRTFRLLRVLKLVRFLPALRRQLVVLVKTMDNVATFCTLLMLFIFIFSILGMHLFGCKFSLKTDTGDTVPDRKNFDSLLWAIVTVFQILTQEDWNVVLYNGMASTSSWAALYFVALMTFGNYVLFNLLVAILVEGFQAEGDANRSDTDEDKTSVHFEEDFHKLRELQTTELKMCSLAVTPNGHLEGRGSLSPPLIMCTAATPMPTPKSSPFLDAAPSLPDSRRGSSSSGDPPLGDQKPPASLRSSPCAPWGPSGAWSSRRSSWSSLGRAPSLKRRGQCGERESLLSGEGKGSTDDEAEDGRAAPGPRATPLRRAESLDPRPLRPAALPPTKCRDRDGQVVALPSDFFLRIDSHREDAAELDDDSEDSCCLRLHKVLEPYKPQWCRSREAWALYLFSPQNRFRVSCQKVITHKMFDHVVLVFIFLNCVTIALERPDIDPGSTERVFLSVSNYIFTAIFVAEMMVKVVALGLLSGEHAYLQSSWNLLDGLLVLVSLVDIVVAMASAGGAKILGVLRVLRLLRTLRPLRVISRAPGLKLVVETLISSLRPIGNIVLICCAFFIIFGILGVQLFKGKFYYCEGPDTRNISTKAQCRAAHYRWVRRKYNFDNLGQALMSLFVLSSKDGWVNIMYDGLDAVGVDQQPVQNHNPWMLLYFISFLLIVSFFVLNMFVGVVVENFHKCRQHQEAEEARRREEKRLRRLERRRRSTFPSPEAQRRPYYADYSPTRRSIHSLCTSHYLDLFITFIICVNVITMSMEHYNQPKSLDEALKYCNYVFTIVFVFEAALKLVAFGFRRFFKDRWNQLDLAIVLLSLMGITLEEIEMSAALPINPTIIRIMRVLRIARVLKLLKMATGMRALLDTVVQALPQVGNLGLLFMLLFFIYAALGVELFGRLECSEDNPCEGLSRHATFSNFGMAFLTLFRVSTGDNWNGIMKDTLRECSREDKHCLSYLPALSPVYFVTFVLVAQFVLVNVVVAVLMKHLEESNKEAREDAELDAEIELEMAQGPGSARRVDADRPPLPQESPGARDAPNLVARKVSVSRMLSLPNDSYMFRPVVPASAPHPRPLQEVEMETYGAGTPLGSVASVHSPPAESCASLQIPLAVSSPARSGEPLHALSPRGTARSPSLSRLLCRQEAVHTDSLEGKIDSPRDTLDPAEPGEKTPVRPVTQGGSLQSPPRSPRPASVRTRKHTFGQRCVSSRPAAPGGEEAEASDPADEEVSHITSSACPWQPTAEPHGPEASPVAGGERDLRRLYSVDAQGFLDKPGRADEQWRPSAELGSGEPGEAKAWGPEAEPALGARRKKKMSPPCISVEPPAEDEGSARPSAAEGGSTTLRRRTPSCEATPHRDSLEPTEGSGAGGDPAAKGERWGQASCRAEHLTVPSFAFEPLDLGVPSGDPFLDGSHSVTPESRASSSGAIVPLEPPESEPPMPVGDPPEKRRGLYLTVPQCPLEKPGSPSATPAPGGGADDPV
Starred values were filed as active, the others as inactive; & = joins results of further samples. These rows are one share of the data. The share of hits here may be higher or lower than overall.

Screening CCOC(=O)C1=C(C)NC2=C(C(=O)CCC2)C1c1coc2ccccc2c1=O (stereo not given) returned Cav3 T inh 0.78.
For CC(=O)N(c1ccccc1)C1SC(=O)N(c2ccccc2)C1=O (stereo not given) the results were Cav3 T inh 0.91.
For Cc1ccc(SCc2nnc(NC(=O)c3ccccc3)s2)cc1 the results were Cav3 T inh -0.74.
Screening FC(F)(F)c1nc2ncc(Cl)cc2[nH]1 returned Cav3 T inh 0.92.
Screening O=C(CCCSc1nc2ccccc2[nH]1)N1CCN(c2ccccc2)CC1 returned Cav3 T inh -1.
CC(C)Cn1c(CN(Cc2ccccc2)Cc2ccccc2)nc2c1c(=O)n(C)c(=O)n2C was read as Cav3 T inh -3.4.
`COc1ccc(S(=O)(=O)NN=C2CCCCC2)cc1` gave Cav3 T inh 0.55.
`Cn1c(NCc2ccccc2)nc2c1c(=O)n(Cc1ccc(Br)cc1)c(=O)n2C` gave Cav3 T inh -0.0075.
CN1C(=O)NC(c2cccc(O)c2)C(C(=O)c2cccs2)C1(O)C(F)(F)F (stereo not given) was read as Cav3 T inh -0.062.
`C=CCn1c(C)cc(C(=O)CN2C(=O)c3ccccc3C2=O)c1C` gave Cav3 T inh 0.075.
Screening Cc1ccc(-n2c(SCC(=O)OC(C)C)nnc2-c2cnccn2)cc1 returned Cav3 T inh 0.78.
Screening CCC(=O)Nc1ccc(S(=O)(=O)c2ccc(NC(=O)CC)cc2)cc1 returned Cav3 T inh 0.28.
Cc1cc(OCC(=O)NC(C)C)cc(C)c1Cl was read as Cav3 T inh 0.12.
For CC(C)CCNC(=O)C1CC(c2cccc(F)c2)=NO1 (stereo not given) the results were Cav3 T inh 0.94.
Cn1cccc1-c1nc2ccc(NC(=O)c3ccc([N+](=O)[O-])cc3)cc2[nH]1 was read as Cav3 T inh 0.9.
`COc1cccc(/C(O)=C2\C(=O)C(=O)N(c3ccccn3)C2c2ccccc2OC)c1` (stereo not given) gave Cav3 T inh -0.19.
For CS(=O)(=O)N(CC(=O)Nc1cccnc1)c1ccc2c(c1)OCCO2 the results were Cav3 T inh 0.57.
For CCOC(=O)c1ccc(N2CSC3=C(C#N)C(c4ccc(OC)cc4OC)CC(=O)N3C2)cc1 (stereo not given) the results were Cav3 T inh -2.5.
For Cc1ccccc1CSCC(=O)c1c(N)n(C)c(=O)n(C)c1=O the results were Cav3 T inh -0.027.
Screening CCOC(=O)C1=C(N)OC2=C(C(=O)CC(C)(C)C2)C1c1ccoc1 (stereo not given) returned Cav3 T inh -0.85.
`CCC(=O)N1CCN(c2ccc(Cl)cc2NC(=O)Cc2ccccc2)CC1` gave Cav3 T inh -6*.
`O=C(NC1CCCC1)C(c1c[nH]c2ccccc12)N(C(=O)Cn1nnc(-c2ccc(Cl)cc2)n1)c1ccccc1` (stereo not given) gave Cav3 T inh -4.6.
O=S(=O)(c1cc(Cl)ccc1Br)N1CCCCC1 was read as Cav3 T inh -0.76.
For COc1ccc(/C(C)=N\n2cnnc2)cc1 the results were Cav3 T inh -0.8.
Screening Cc1cccc(-n2ncc3c(NC(C)C)ncnc32)c1 returned Cav3 T inh 0.12.
Screening CCOC1(OCC)N=C(N)C2(C#N)C(c3cccc(OC)c3OC)C12C#N (stereo not given) returned Cav3 T inh -0.044.
For CCOc1ccc(NC(=O)CCNc2c(N3CCCC3)c(=O)c2=O)cc1 the results were Cav3 T inh 0.021.
Screening NC(=O)c1c(N)sc2c1CCCCC2 returned Cav3 T inh 0.53.
CCCNC(=S)NC1CC2CCCC(C1)N2CC(C)C (stereo not given) was read as Cav3 T inh 1.8.
For C=CCn1c(CCNC(=O)c2ccccc2F)nnc1SCC(=O)Nc1nc2ccccc2s1 the results were Cav3 T inh -1.7.
Screening COc1ccccc1NC(=O)C1=C(C)Nc2ncnn2C1c1ccc(C)o1 (stereo not given) returned Cav3 T inh 1.7.
`C=CCC1(O)C(=O)N2C(=C1C(=O)N1CCOCC1)c1ccccc1CC2(C)C` (stereo not given) gave Cav3 T inh 0.14.
For CCOc1ccc2[nH]c(=O)c(CN(Cc3ccccc3)C(=O)N3CCCC3)cc2c1 the results were Cav3 T inh -0.95.
Screening CCN(CC(=O)Nc1ccc2c(c1)OCCO2)CC(=O)Nc1cc(C)on1 returned Cav3 T inh 0.12.
For O=C(CCC1CCCC1)N1CCN(C(=O)c2ccco2)CC1 the results were Cav3 T inh 0.13.
For O=C(O)c1ccc2c(c1)nnn2C1CCCCC1 the results were Cav3 T inh 1.1.

Gathered by group, the entries above containing an aryl thioether with sulfur outside any ring (four)
For Cc1ccc(SCc2nnc(NC(=O)c3ccccc3)s2)cc1 the results were Cav3 T inh -0.74.
Screening O=C(CCCSc1nc2ccccc2[nH]1)N1CCN(c2ccccc2)CC1 returned Cav3 T inh -1.
Screening Cc1ccc(-n2c(SCC(=O)OC(C)C)nnc2-c2cnccn2)cc1 returned Cav3 T inh 0.78.
For C=CCn1c(CCNC(=O)c2ccccc2F)nnc1SCC(=O)Nc1nc2ccccc2s1 the results were Cav3 T inh -1.7.

Further entries.
Cc1cccc(OCC(=O)Nc2nonc2NC(=O)COc2cccc(C)c2)c1 was read as Cav3 T inh -2.6.
Screening CC(=O)N=c1sc2c3ccccc3ccc2n1C returned Cav3 T inh -0.039.
For O=C(NCCOc1ccccc1)c1ccc2c(c1)OCO2 the results were Cav3 T inh 0.63.
For COc1ccc2cc(-c3csc(-c4cccnc4)n3)ccc2c1 the results were Cav3 T inh -0.25.
For Cc1c(C)n(C(=O)CSc2nncn2C)c2ccccc12 the results were Cav3 T inh -0.15.
For CN1CCN(CC(=O)N2CCn3c4c(c5cc(C6CCCCC6)ccc53)CCCC42)CC1 (stereo not given) the results were Cav3 T inh 1.4.
FC(F)(F)c1cccc(Oc2cc(C(F)(F)F)nc(-c3ccccn3)n2)c1 was read as Cav3 T inh -0.034.
Screening COc1ccc(CCCC(=O)NC2CCCCC2)cc1 returned Cav3 T inh -0.044.
O=C(O)c1ccc2oc(SCC(=O)N3CCCCC3)nc2c1 was read as Cav3 T inh 0.57.
`CCOc1ccccc1NC(=O)C1CCN(c2ccc(S(=O)(=O)N3CCCC3)cc2)CC1` gave Cav3 T inh -0.58.
CCCC(=O)n1nc(-c2ccccc2)nc1N was read as Cav3 T inh 0.036.
Screening COc1ccc(-n2c(COc3ccc4ccccc4c3)nnc2SCC(=O)NCc2ccco2)cc1 returned Cav3 T inh -6.4*.
Screening O=c1oc(-c2ccccc2)nc2ccsc12 returned Cav3 T inh 0.16.
Nc1cc(N)nc(SCC(=O)Nc2ccc3c(c2)OCCCO3)n1 was read as Cav3 T inh -0.62.
For CCN1CCCC1CN(Cc1cc2ccc(C)c(C)c2[nH]c1=O)C(=O)Nc1ccccc1OC (stereo not given) the results were Cav3 T inh 0.77.
CCSc1nnc(Cc2cc(=O)[nH]c(=O)[nH]2)n1-c1ccc(F)cc1 was read as Cav3 T inh -1.1.
Screening CN(C)S(=O)(=O)c1ccc(-c2csnn2)s1 returned Cav3 T inh 0.0033.
O=C(OCCN1CCOCC1)c1cccnc1 was read as Cav3 T inh 0.33&0.32.
`CN(C(=O)c1ccncc1)C1CCS(=O)(=O)C1` (stereo not given) gave Cav3 T inh 0.33.
Screening Cc1ccc(N(CC(O)Cn2c3ccccc3c3ccccc32)S(C)(=O)=O)cc1 (stereo not given) returned Cav3 T inh -2.1.
For O=C(Nc1nncs1)C1COc2ccccc2O1 (stereo not given) the results were Cav3 T inh -0.037.
O=C(O)C1CC(=O)N(Cc2ccccc2)C1 (stereo not given) was read as Cav3 T inh 0.24.
`COc1ccccc1NC(=O)C(=O)N1N=C(C(C)C)CC1(O)C(F)(F)F` (stereo not given) gave Cav3 T inh -0.96.
Nc1nnc(CC(=O)NCc2ccccc2)s1 was read as Cav3 T inh 0.52.

Entries from the list above containing a furan ring, fused or not (4):
Screening CCOC(=O)C1=C(N)OC2=C(C(=O)CC(C)(C)C2)C1c1ccoc1 (stereo not given) returned Cav3 T inh -0.85.
Screening COc1ccccc1NC(=O)C1=C(C)Nc2ncnn2C1c1ccc(C)o1 (stereo not given) returned Cav3 T inh 1.7.
For O=C(CCC1CCCC1)N1CCN(C(=O)c2ccco2)CC1 the results were Cav3 T inh 0.13.
Screening COc1ccc(-n2c(COc3ccc4ccccc4c3)nnc2SCC(=O)NCc2ccco2)cc1 returned Cav3 T inh -6.4*.

(more compounds)
For Cc1ccc(NC(=O)c2ccc(CSc3ncnc4nc[nH]c34)cc2)c(C)c1 the results were Cav3 T inh -0.18.
Screening O=C(CN1CCOCC1)NC1C2CC3CC(C2)CC1C3 (stereo not given) returned Cav3 T inh 0.53.
`CCn1nnnc1SCC(=O)NNC(=O)C1CCCCC1` gave Cav3 T inh 0.51.
Screening N=c1c2c(-c3ccccc3)c(-c3ccccc3)n(Cc3ccco3)c2ncn1Cc1ccco1 returned Cav3 T inh -9.3*.
`COCCn1c(SCC(=O)NCCc2ccccc2)nnc1-c1ccco1` gave Cav3 T inh -0.39.
For O=C(NC(=S)N1CCN(c2c(Cl)cccc2[N+](=O)[O-])CC1)c1cccs1 the results were Cav3 T inh -4.3*.
Screening COc1ccc(C(O)c2nccn2C)cc1 (stereo not given) returned Cav3 T inh -1.7.
`c1ccc(CNc2ccc(CNc3ncn[nH]3)cc2)cc1` gave Cav3 T inh 0.12.
Screening Cc1cccc(N2CCN(C(=O)NCc3ccc(Cl)cc3)CC2)c1 returned Cav3 T inh -9.6*.
Screening COc1ccc(N2CCN(CCNC(=O)C3CCN(S(=O)(=O)c4cccs4)CC3)CC2)cc1 returned Cav3 T inh 0.41.
COc1ccc(C2=Nn3c(nnc3-c3ccco3)SC2)cc1OC was read as Cav3 T inh 0.85.
`O=C(CNC(=O)c1ccco1)OCc1c(F)cccc1Cl` gave Cav3 T inh 0.098.
CCOC(=O)c1cc2cc(-c3c(C(=O)OCC)oc4cc(O)cc(O)c4c3=O)ccc2o1 was read as Cav3 T inh -3.4.
Cc1ccccc1COC[C@H](CC(C)C)N1CCN(C(=O)c2cccc(C(F)(F)F)c2)CCC1=O was read as Cav3 T inh -3.2.
For CCC(C)NC(=O)c1cnn2c(C)c3c(nc12)CCCC3 (stereo not given) the results were Cav3 T inh 1.5.
Screening Cc1ccc2nc(NC(=O)c3cccs3)sc2c1 returned Cav3 T inh -0.076.
Screening CCCCNC(=O)c1onc(CSc2ccc(F)c(F)c2)c1C(=O)O returned Cav3 T inh -0.82.
CCCc1cc(C(=O)NCc2cccnc2)no1 was read as Cav3 T inh 1.4.
For CCOC(=O)c1cc(-c2cc3ccccc3o2)n[nH]1 the results were Cav3 T inh 1.4.
For N#C/C(=C/c1ccc(N2CCOCC2)o1)c1nc2ccccc2[nH]1 the results were Cav3 T inh -10*.
`c1ccc(-c2nnc(-c3ccncc3)o2)cc1` gave Cav3 T inh -0.15.
`CC1CN(C(=S)NC(=O)c2cccc([N+](=O)[O-])c2)CC(C)O1` (stereo not given) gave Cav3 T inh 0.032.
For CCc1cccc2c3c([nH]c12)C(CC)(CC(=O)O)OCC3 (stereo not given) the results were Cav3 T inh 0.0016.
Screening CCCCc1nc2ccccc2c(C(=O)O)c1C returned Cav3 T inh -0.51.
Screening CC(C)(C)NC(=O)c1ccc2c(c1)N(CC(=O)N1CCN(c3ccc(F)cc3)CC1)C(=O)C(C)(C)O2 returned Cav3 T inh 1.9.
`CC(=O)Nc1nc2ccccc2n1Cc1ccccc1C` gave Cav3 T inh 0.15.
For Cc1c(C(=O)N2CCCCC2)nnn1-c1nonc1N the results were Cav3 T inh 0.5.
For COc1cc2c(ccc3cc(OC)c(OC)c(O)c32)cc1O the results were Cav3 T inh -0.00095.
Screening O=c1c2cc(N3CCOCC3)ccc2[nH]c(=S)n1CC1CCCO1 (stereo not given) returned Cav3 T inh -2.
S=C(Nc1ccc(Cl)cc1Cl)Nc1ccccc1Oc1ccccc1 was read as Cav3 T inh -2.8.
CC(=O)O[C@H]1CSC[C@H]1NC(=O)c1ccccc1 was read as Cav3 T inh 0.056.
`O=S(=O)(Nc1nc2ccccc2nc1N1CCN(c2ccccc2F)CC1)c1ccc(Cl)cc1` gave Cav3 T inh -5.7*.
`CC1CCCC(C)N1C(=O)COC(=O)c1ccc(O)cc1` (stereo not given) gave Cav3 T inh 1.5.
Screening Cc1ccc2c(c1)c1c3n2CCCN(Cc2ccccc2)C3CCC1 (stereo not given) returned Cav3 T inh 0.41.
Screening Cc1cc(SCC(=O)OCC(=O)N2CCN(C(=O)c3ccco3)CC2)c(C)cc1Br returned Cav3 T inh -0.55.
`C#CCOCCOCCOCCNc1nc(N2CCN(C(=O)[C@H](CCC(=O)O)n3cc(C(N)CC(C)C)nn3)CC2)nc(N2CCN(C(=O)[C@H](Cc3ccc(O)cc3)n3cc(C(N)CC(C)C)nn3)CC2)n1` (stereo not given in full) gave Cav3 T inh 0.11.
Screening COc1ccc(-c2nc(C#N)c(NCc3cccnc3)o2)cc1OC returned Cav3 T inh 0.79.
CCOc1cccc(-c2nc3cc(C)ccc3o2)c1 was read as Cav3 T inh 0.98.
`CCCCc1c(O)nc(SCC(=O)NC(C)(C)C)n(-c2ccccc2C)c1=O` gave Cav3 T inh -0.015.
Screening CC1(C(=O)NC2CCCCCCC2)CCC(=O)N1Cc1cccs1 (stereo not given) returned Cav3 T inh 0.35.
For COC(=O)C1=C(C)NC(=O)C1(NS(=O)(=O)c1ccc(C)cc1)C(F)(F)F (stereo not given) the results were Cav3 T inh 0.04.
For CCOc1ccc(N2C(=O)CS/C2=N/NC(=O)COc2ccc3ccccc3c2)cc1 the results were Cav3 T inh -3.5*.
O=C(Cn1cc(C(=O)c2ccco2)c2ccccc21)NC1CCCC1 was read as Cav3 T inh 1.8.
For CCN1C(=O)N(c2ccc(Cl)cc2)C(C)=CC1(C)C the results were Cav3 T inh 0.92.

Screening data as filed in PubChem BioAssay.
